# Source: PubChem
# Growth percent in the NCI-60 one-dose screen (48 h, 10 µM unless noted): 100 = growth as untreated, 0 = no growth, -100 = all killed.
# A549/ATCC – A549/ATCC NSCLC | 81,000 compounds, 3.7% hits | AID 1794740
# M14 – M14 melanoma | 80,000 compounds, 6.2% hits
# SK-MEL-2 – SK-MEL-2 melanoma; 77,000 compounds, 4.7% hits
# SK-MEL-5 – SK-MEL-5 melanoma; 80,000 compounds, 6.4% hits; AID 1794755
# UACC-257 – UACC-257 melanoma; 78,000 compounds, 4.4% hits; AID 1794764
# UACC-62 – UACC-62 melanoma; 81,000 compounds, 5.4% hits; AID 1794756
# MDA-MB-435 – MDA-MB-435 melanoma. 82,000 compounds, 7.8% hits
# SK-MEL-28 – SK-MEL-28 melanoma. 81,000 compounds, 4.1% hits
# Active calls of the source: *; nt = not tested or not shown. How the source made its calls: active means growth percent below 10; inactive means the rest.
# Each structure is followed by: A549/ATCC, M14, SK-MEL-2, SK-MEL-5, UACC-257, UACC-62, MDA-MB-435, SK-MEL-28
> CN(C)c1ccc(-c2cc(-c3ccc(Nc4nc(Nc5ccccc5)nc(Nc5ccc(Cl)cc5)n4)cc3)nc(N)n2)cc1
→ 43, nt, 47, 31, 55, 50, 49, 75
> O=C1C2Sc3[nH]c(=O)sc3C(CCc3ccccc3)C2C(=O)N1c1ccc(Cl)cc1 (stereo not given)
→ 100, 104, 101, 98, 98, 94, 102, 108
> CC(=O)N1N=C(c2ccc(Cl)cc2)CC1c1cn(-c2ccccc2)nc1-c1ccc(OCc2ccccc2)cc1 (stereo not given)
→ 95, 111, 97, 95, 97, 84, 112, 110
> O=[N+]([O-])c1ccc(NCCCc2ccccc2)cc1
→ 97, 110, nt, 109, 102, 95, 98, 119
> COc1ccc2c(c1)CC/C(=C\c1cccnc1)C2=O
→ 94, 105, 103, nt, 109, nt, 97, nt
> Cn1nc(N)c2ncc(C(Cl)(Cl)Cl)nc21
→ 99, 114, 109, 98, 113, 95, 115, 106
> O=C(CC(c1ccccc1)C(C(CC(=O)c1ccccc1)c1ccccc1)[N+](=O)[O-])c1ccccc1 (stereo not given)
→ 66, 85, 89, 92, 90, 69, 76, 99
> Cc1c(C(=O)N[C@@H](Cc2ccccc2)C(=O)C(=O)NCc2ccccn2)[nH]c2ccccc2c1=O
→ 98, 99, 111, 102, 107, 88, 99, 96
> CC1=C(C(=O)Nc2ccccc2)C(c2ccc(-n3cncn3)cc2)n2c(nc3ccccc32)N1 (stereo not given)
→ 104, 95, 105, 98, 92, 85, 95, 103
> ClC1(Cl)CC1c1ccccc1 (stereo not given)
→ 113, 110, 107, 104, 112, 101, 105, 103
> Cc1nc2ccc(Br)cn2c1-c1nnc(SCCC(C)C)o1
→ 96, 102, 95, 88, 106, 79, 108, 97
> O=C(CN1N=C(c2ccc(F)cc2)CCC1=O)Nc1nccs1
→ 78, 102, 101, 98, 93, 93, 102, 109
> C=CCNC(=S)n1nc(SC)c(C(=O)OCC)c1N
→ 95, 98, nt, 109, 114, 99, 111, 115
> CC(=O)C1=C(C)NC(SCc2nnc(-c3ccc(Cl)cc3)o2)=NC1c1ccc(F)cc1 (stereo not given)
→ 92, 94, nt, 94, 96, 77, 97, 93
> O=C(CCOCc1ccccc1)OCc1ccccc1
→ 102, 111, 96, 100, 96, 103, 97, 102
> CS(=O)(=O)c1ccc(-c2nc3ccccc3n2CC(=O)c2n[nH]c(=S)o2)cc1
→ 93, 98, 101, 102, 96, 94, 98, 102
> COC(=O)[C@H](C)Nc1nc(N)nc(N(C)C2CCCCC2)c1C=O
→ 92, 118, 104, 93, 97, 97, 105, 107
> CCN1CCN(c2ccc3c4c(cccc24)C(=O)N(c2ccc(/C(=C(\C)c4ccccc4)c4ccccc4)cc2)C3=O)CC1
→ 86, 90, 115, 89, 97, 86, 98, 97
> CCOC(=O)c1csc(NC(=O)c2ccc(N3CCOCC3)c([N+](=O)[O-])c2)n1
→ 103, 95, 101, 94, 99, 98, 99, 102
> C[C@@H](C[C@H](CCOC(=O)N1CCOCC1)c1ccccc1)c1cc2ccccc2o1
→ 96, 94, 106, 91, 92, 71, 102, 91

# Five records drawn at random from those above:
# Each structure is followed by: A549/ATCC, M14, SK-MEL-2, SK-MEL-5, UACC-257, UACC-62, MDA-MB-435, SK-MEL-28
> O=[N+]([O-])c1ccc(NCCCc2ccccc2)cc1
→ 97, 110, nt, 109, 102, 95, 98, 119
> CN(C)c1ccc(-c2cc(-c3ccc(Nc4nc(Nc5ccccc5)nc(Nc5ccc(Cl)cc5)n4)cc3)nc(N)n2)cc1
→ 43, nt, 47, 31, 55, 50, 49, 75
> O=C1C2Sc3[nH]c(=O)sc3C(CCc3ccccc3)C2C(=O)N1c1ccc(Cl)cc1 (stereo not given)
→ 100, 104, 101, 98, 98, 94, 102, 108
> O=C(CN1N=C(c2ccc(F)cc2)CCC1=O)Nc1nccs1
→ 78, 102, 101, 98, 93, 93, 102, 109
> ClC1(Cl)CC1c1ccccc1 (stereo not given)
→ 113, 110, 107, 104, 112, 101, 105, 103

# The list goes on:
# Each structure is followed by: A549/ATCC, M14, SK-MEL-2, SK-MEL-5, UACC-257, UACC-62, MDA-MB-435, SK-MEL-28
> COc1ccc(C(C)=O)cc1CSC(=S)N1CCSCC1
→ 91, 108, 119, 94, nt, 71, 96, 100
> O=C(Nc1ccc(S(=O)(=O)N2CCSCC2)cc1)C(Cl)Cl
→ 85, 112, 100, 98, 89, 99, 96, 108
> C=C1CC[C@@H]2[C@]3(C)COC(c4cn[nH]c4-c4ccc(C)cc4)O[C@@H]3CC[C@@]2(C)[C@@H]1C/C=C1/C(=O)OCC1O (stereo not given in full)
→ 42, -42*, 51, -64*, -0.2*, -31*, -17*, 6.8*
> COc1nc2c(c(=O)n1C)C1(C(=O)N(C)c3ccccc31)c1c(nc(OC)n(C)c1=O)N2
→ 120, 96, 127, nt, 132, 96, 102, 105
> COc1ccc(N=Nc2c(N)nn3c(-c4ccc(OC)c(OC)c4)c4c(N)c(C(C)=O)c(-c5ccccc5)nc4nc23)cc1
→ 100, 110, 107, 97, 106, 97, 108, 122
> CN1CCCc2cc(/C=C3\SC(=S)N(c4cccc(C(=O)O)c4)C3=O)ccc21
→ 105, 96, 108, 101, 102, 106, 105, 110
> OCC(O)CO
→ 99, 112, nt, 103, 99, 97, 102, 113
> CN(C)c1ccc2c(c1)c1cc(N(C)C)ccc1n2Cc1ccccc1
→ 84, 102, 92, 100, 98, 91, 107, 108
> COc1ccc(-c2cc(-c3cccn3C)c(C#N)c(=O)n2N=O)cc1OC
→ 103, 97, 108, nt, 106, 88, 153, 129
> CC(=O)Nc1ccc(S(=O)(=O)CCc2cc[n+](C(C)C)cc2)cc1
→ 100, 96, 102, 101, 92, 103, 101, 98
> Cc1ccccc1C1SCC(=O)N1n1cnnc1 (stereo not given)
→ 102, 102, 108, 109, 101, 94, 97, 104
> CSC1=NC(N)=NN=C2N1C(=O)C(CC(C)C)N2C(C)=O (stereo not given)
→ 108, nt, 105, 106, 115, 94, 103, 99
> CCOC(=O)CCCN1C/C(=C\c2ccccc2)C(=O)c2ccccc21
→ 87, 96, 90, 98, 79, 74, 107, 103
> NS(=O)(=O)c1ccc(Nc2nc(SCC(=O)c3ccc(Cl)cc3)nc3ccccc23)cc1
→ 97, 97, 100, 95, 102, 79, 98, 100
> COc1ccc(-c2cc(-c3ccc(Cl)cc3)nc(SCCCC(=O)O)n2)cc1OC
→ 89, 97, 101, 69, 105, 107, 101, 102
> CCc1ccc(C(Nc2ccc3nc4n(c(=O)c3c2)CCC4)C(=O)O)cc1 (stereo not given)
→ 109, 102, 102, 105, 118, 99, 103, 109
> c1ccc(-c2[nH]c3ccccc3c2-c2ccccc2)cc1
→ 84, 89, nt, 104, 101, 76, 85, 119
> CCOC(=O)c1cc(Sc2ccccc2)nc2ccccc12
→ 119, 113, 93, 97, 136, 91, 98, 123
> O=C1CSC(c2ccc(O)cc2)N1n1cnnc1 (stereo not given)
→ 106, 107, 105, 108, 102, 98, 101, 114
> CCOP(=O)(O)OP(=O)(O)OCC
→ 106, 100, 128, 113, 105, 106, 110, 108

# (further entries)
molecule,A549/ATCC,M14,SK-MEL-2,SK-MEL-5,UACC-257,UACC-62,MDA-MB-435,SK-MEL-28
CC(N)CCCCc1ccccc1 (stereo not given),84,98,100,91,92,102,105,108
COc1cc(OC)cc(C(=O)Nc2ccc(NCCN3CCOCC3)nc2)c1,104,103,97,96,105,103,102,109
COc1ccc(CCc2ccccn2)cc1,95,100,100,100,107,94,107,104
O=C(NCc1ccccc1)c1cccc([N+](=O)[O-])c1,88,107,104,103,88,nt,98,114
Nc1nc2c(c(=O)[nH]1)C1(C(=O)Nc3ccccc31)c1c(nc(N)[nH]c1=O)N2,112,99,nt,nt,110,103,106,112
CCC(CCCN1C(=O)c2ccccc2C1=O)Nc1cc(OC)cc2cccnc12 (stereo not given),106,-100*,98,90,100,83,105,111
COC(=O)C1C2CC3C1C3C2C(=O)OC (stereo not given),99,97,91,100,103,95,98,112
O=C1CCC(C(=O)NNc2ccccn2)N1 (stereo not given),104,101,106,109,106,99,105,104
C=C(C)[C@@H]1CC[C@]2(C(=O)n3ccnc3)CC[C@]3(C)[C@H](CC[C@@H]4[C@@](C)(CCC(=O)O)[C@H](C(=C)C)CC[C@]43C)[C@@H]12,77,101,89,103,100,80,102,103
Cc1ccc(C(C)C)cc1C(O)CN1CCCCC1 (stereo not given),104,98,112,99,117,102,94,95

# Additional records follow.
molecule,A549/ATCC,M14,SK-MEL-2,SK-MEL-5,UACC-257,UACC-62,MDA-MB-435,SK-MEL-28
CN1C(=O)C(O)(CC(=O)c2cc3ccccc3oc2=O)c2ccccc21 (stereo not given),111,94,111,100,109,87,110,107
O=C(Cn1cnc2ccccc21)Nc1ccc(-c2nc3ccccc3s2)cc1,61,86,nt,29,62,87,68,101
COc1cc(C(=O)N2CCN(c3cc4c(cc3F)c(=O)c(C(=O)NO)cn4C3CC3)CC2)cc(OC)c1OC,99,103,90,101,nt,95,105,108
Cc1cc(C)c2c(Cn3cc(Cn4c(C)cc(=O)n(Cc5cn(Cc6cc(=O)oc7cc(C)cc(C)c67)nn5)c4=O)nn3)cc(=O)oc2c1,92,93,110,85,90,98,87,97
Nc1cc(S(=O)(=O)O)ccc1Cl,98,nt,101,99,94,93,98,123
CC(=O)C(C(C)=O)C(C(C)=O)C(C)=O,96,95,71,50,70,39,93,94
O=S(=O)(NCCNc1nccc(-n2ccc3cccnc32)n1)c1ccccc1,105,102,105,100,111,91,101,100
COC(=O)[C@]12CC[C@@H](C(C)=O)[C@@H]1[C@H]1CC[C@@H]3[C@@]4(C)c5c([nH]c6ccccc6c5=O)C(C)(C)[C@@H]4CC[C@@]3(C)[C@]1(C)CC2,86,94,94,105,94,85,106,104
O=C1OC(c2ccc([N+](=O)[O-])cc2)Sc2ccccc21 (stereo not given),91,99,101,99,85,105,107,112
CCOC(=O)C(C#N)C1CCCCC1 (stereo not given),105,101,107,103,nt,76,98,108

# The results go on:
molecule,A549/ATCC,M14,SK-MEL-2,SK-MEL-5,UACC-257,UACC-62,MDA-MB-435,SK-MEL-28
CCc1cc(C(C)(C)C)c(O)c(C(C)(C)C)c1,94,103,nt,105,85,110,117,109
CCCCCCCCOC(=O)c1cccnc1,98,91,117,102,97,102,96,94
COC(=O)C12C3C(=O)N(Cc4ccc5c(c4)OCO5)C(=O)C3C(c3cn(-c4ccccc4)nc3C)N1[C@H](c1cn(-c3ccccc3)nc1C)[C@@H]1C(=O)N(Cc3ccc4c(c3)OCO4)C(=O)[C@@H]12 (stereo not given in full),98,107,100,100,102,96,98,105
COC(=O)CSc1ccccc1,105,96,104,103,105,97,103,94
O=S(Nc1ccccc1)c1ccccc1Oc1ccccc1 (stereo not given),75,93,81,101,71,94,84,110
Cc1ncsc1-c1ccc(CNC(=O)[C@@H]2C[C@@H](O)CN2C(=O)[C@@H](NC(=O)C2(F)CC2)C(C)(C)C)c(OCCOCCOCCOCCOc2nc(Nc3cc(S(C)(=O)=O)ccc3N[C@@H](c3cccc4c3OC(F)(F)O4)c3ncccc3Cl)nc(N3CCNCC3)n2)c1,103,97,112,65,94,85,87,89
O=C(O)c1ccccc1Nc1ccc2nnc(-c3ccncc3)n2n1,70,88,85,58,77,81,81,103
O=C(CN1CCCCC1)Nc1nc2ccc([N+](=O)[O-])cc2s1,109,105,108,102,108,99,101,119
O=C(CCl)N1c2ccccc2Oc2ccc3ccccc3c21,30,-70*,20,3.7*,9.0*,-0.3*,-22*,54
Cc1cc(Cl)nc(N(CCCNc2ccnc3cc(Cl)ccc23)Cc2cccs2)n1,18,-7.3*,17,-74*,nt,10,3.5*,16

# Further entries follow.
molecule,A549/ATCC,M14,SK-MEL-2,SK-MEL-5,UACC-257,UACC-62,MDA-MB-435,SK-MEL-28
Cc1cccc(C)c1O,92,92,92,98,92,99,102,112
COCCc1n(Cc2ccc3ccccc3c2)c2ccccc2[n+]1Cc1ccc2ccccc2c1,4.7*,-72*,-62*,-98*,-29*,-89*,-88*,-46*
Cc1ccc[n+](C(CO)c2ccccc2)c1 (stereo not given),86,95,70,102,91,94,104,111
O=S(=O)(Nc1ccc2ccccc2c1)c1ccc(-c2cnc(C3CC3)o2)cc1,38,19,40,28,45,32,-30*,65
COc1cc(C(c2c[nH]c3ccccc23)N2CCCC2)ccc1OCc1ccccc1 (stereo not given),94,88,82,76,85,61,97,98
CCCCn1c(SCCc2c[nH]c3ccccc23)nnc1-c1ccncc1,105,107,104,98,112,90,106,102
C[C@@H]1CC[C@]2(C(=O)O)[C@H](CC[C@@H]3O[C@@]32C)[C@]1(CCc1ccoc1)C(=O)O,95,102,111,98,92,90,103,105
ClCCCCOC1CCCCO1 (stereo not given),99,106,114,101,107,102,108,113
N#Cc1c(-c2ccc(F)cc2)nc(SCc2ccccc2)nc1N1CCNCC1,-91*,-90*,-83*,-100*,-93*,-97*,-84*,-96*
CCN(CC)c1ccc(C2CC(c3cc(OC)c(OC)c(OC)c3)=NN2)cc1 (stereo not given),14,5.5*,28,-26*,31,48,22,65

# More compounds.
molecule,A549/ATCC,M14,SK-MEL-2,SK-MEL-5,UACC-257,UACC-62,MDA-MB-435,SK-MEL-28
CCCOC(=O)CCC(=O)N(C)C,95,109,106,107,93,102,98,104
Cc1ccc(C2CC2Cc2ccc(F)cc2)cc1 (stereo not given),102,106,107,101,100,90,102,103
CCOC(=O)C(=O)NC1CC=CCC1c1ccc2c(c1)OCO2 (stereo not given),95,116,98,106,98,100,104,108
COc1ccc(-c2c(-c3nc4ccc(N5CCOCC5)cc4[nH]3)[nH]c(C)c2C(C)=O)cc1,48,36,77,22,45,16,30,46
N#Cc1c(-c2ccccc2)nc(SCC(=O)Nc2ccc(Cl)cc2)[nH]c1=O,115,55,109,97,121,106,119,119
O=c1c2ccccc2n2nnc3ccc(Cl)c1c32,91,94,104,103,103,81,105,97
O=c1[nH]c(CCc2c[nH]c3ccccc23)nc2ccccc12,102,90,129,102,116,88,103,109
COc1ccc2nc3cc(Cl)ccc3c(Nc3ccc([N+](=O)[O-])cc3)c2c1,70,93,90,79,83,86,99,105
